# Mtb RmlCD inh – inhibitors of Mycobacterium tuberculosis RmlC and RmlD coupled enzymes | P9WH09+P9WH11 | RmlC+RmlD coupled enzyme assay, percent inhibition; primary screen in compound mixtures | inhibition, % at 3.6 µM | 0.03% of 160,000 active | AID 1533; in the data active = inhibition mostly above about 34%, no sharp cut-off; note: some results filed as inactive read as strong as hits
# Target sequence (P9WH09 whole entry, looked up): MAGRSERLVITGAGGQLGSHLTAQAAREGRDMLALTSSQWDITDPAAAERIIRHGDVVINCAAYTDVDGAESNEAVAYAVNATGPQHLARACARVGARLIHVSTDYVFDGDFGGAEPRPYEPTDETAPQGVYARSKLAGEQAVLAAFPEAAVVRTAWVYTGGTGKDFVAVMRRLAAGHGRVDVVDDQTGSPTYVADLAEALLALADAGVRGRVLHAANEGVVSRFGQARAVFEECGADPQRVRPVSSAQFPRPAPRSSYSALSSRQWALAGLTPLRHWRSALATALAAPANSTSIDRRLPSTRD
# Target sequence (P9WH11 whole entry, looked up): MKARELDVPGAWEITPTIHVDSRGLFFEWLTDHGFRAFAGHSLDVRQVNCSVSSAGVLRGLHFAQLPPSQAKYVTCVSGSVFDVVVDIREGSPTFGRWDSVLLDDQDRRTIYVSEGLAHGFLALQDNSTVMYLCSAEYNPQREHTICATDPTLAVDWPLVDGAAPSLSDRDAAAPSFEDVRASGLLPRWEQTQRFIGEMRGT
# GlmU inhibition – inhibition of mycobacterial GlmU enzyme – biochemical, glucosamine-1-phosphate acetyltransferase (AID 1376). M. tuberculosis GlmU acetyltransferase enzyme assay; higher % means a stronger effect. one-dose inhibition, %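 (tested at 30 µM in the primary screen)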; IC50 in µM for titrated hits. 0.25% of 220,000 active; in the data active = inhibition above about 13%;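 note: 0% = complete reaction with vehicle and 100% = reaction without substrate; strong numbers were not always called active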
# * = called active by the depositor; / = not tested or not shown; & = joins results of further samples. This is a subset, so the mix of outcomes need not match the whole.
SMILES,Mtb RmlCD inh,GlmU inhibition
COc1cc(CNc2ccc(S(N)(=O)=O)cc2)ccc1OCC(=O)NC1CCCCC1,/,2.8%
COc1ccc(-n2c(Cn3nc(C(F)(F)F)cc3C)n[nH]c2=S)cc1,-8,-1.6%
CC(C)=C1C2CCC1C1C(=O)N(c3nccs3)C(=O)C21 (centres undefined),-10,-1.5%
CC(C)OC(=O)CSc1nnc(-c2cnccn2)n1-c1ccccc1,-2,-2.4%
CN(C)CCCOC(=O)Cc1ccc(Cl)cc1,/,2.1%
Cc1cccc(C)c1NC(=O)CN(C)C(C)C(=O)Nc1ccccc1-c1ccccc1 (centres undefined),-1,-1.7%
Cc1ccc2oc(=O)c3cnn(CC(=O)Nc4ccccc4N4CCN(C)CC4)c3c2c1,0,-2.0%
CC(C)(C)NC(=O)C(c1ccccc1F)N(Cc1ccco1)C(=O)c1csnn1 (centres undefined),-12,3.8%
Cn1cc(C(=O)N/N=C/c2ccc3c(c2)OCO3)c2ccccc21,14,-1.6%
Oc1[nH]c2ccccc2c1N=NC(=S)N1CCOCC1,-11,3.0%
CCOC(=O)C1(Cc2cccc(OC)c2)CCN(Cc2cccc3c2OCO3)CC1,/,-1.1%
Cc1nc2c(c(-c3ccccc3)c1C#N)C(=O)c1ccccc1-2,/,0.9%
CCOC(=O)C1=C(C)NC(SCC(=O)OC)=C(C#N)C1c1ccc(C(=O)OC)cc1 (centres undefined),11,-3.3%
CCOC(=O)/C(C#N)=c1/s/c(=C2\C=Cc3ccccc3N2CC)c(=O)n1CC,12,/
CCCOc1ccccc1C(=O)N(Cc1ccco1)C1CCS(=O)(=O)C1 (centres undefined),/,0.1%
O=C(Nc1ccccc1)N1CCCN(Cc2c(F)cccc2Cl)CC1,-5,5.2%
Cc1ccc(-n2nnnc2SC(C)C(N)=O)c(C)c1 (centres undefined),/,0.9%
Cn1c2ccccc2c(=O)c2c(=O)n(-c3ccccc3)c(C3CCCCC3)nc21,7,5.7%
Cc1ccc(SC[C@H](c2ccccc2)N2CCN(CCc3ccccc3)CCC2=O)cc1,/,0.8%
C/C(=N\NC(=O)c1ccccc1)c1cccc(Br)c1,-3,-4.9%
COc1cc2cc(C(c3nnnn3C(C)(C)C)N3CCC(C)CC3)c(=O)[nH]c2cc1OC (centres undefined),-4,10%
Nc1c(C(=O)NCC2CCCO2)sc2nc3c(c(-c4ccco4)c12)CC/C3=C\c1ccco1 (centres undefined),-4,12%
Fc1ccc(C(c2nnnn2C2CCCC2)N2CCc3ccccc32)cc1 (centres undefined),/,3.4%
O=C(NCCCN1CCOCC1)c1ccccc1,5,0.7%
Oc1ccccc1Nc1ccccn1,/,0.4%

# More structures follow:
SMILES,Mtb RmlCD inh,GlmU inhibition
O=C(COc1ccc(/C=N/NC(=O)c2ccc(O)cc2)cc1)Nc1ccc([N+](=O)[O-])cc1,17,0.6%
CCC(=O)NC(=S)Nc1cccc(Cl)c1N1CCCC1,/,1.9%
CCN=C(Nc1ccc(Cl)cc1)c1cccnc1,-3,1.1%
N#CCSc1nnc(CNc2ccc(F)cc2)o1,/,-5.0%
O=C1COc2ccc(C(=O)COC(=O)Cn3cnc4ccccc43)cc2N1,/,1.4%
O=C(NCc1ccccc1)Oc1cccc(Cl)c1,-3,-0.6%
Cc1coc(NC(=O)CSc2nc(-c3ccc(Cl)cc3)cc(C(F)(F)F)c2C#N)n1,-1,3.8%
Cn1c(CSCc2ccccc2)nnc1SCC(=O)Nc1ccc(C(=O)O)cc1,/,-0.4%
Cc1ccccc1CN(c1ccc(C(=O)NCC2CCCO2)cc1)S(C)(=O)=O (centres undefined),/,3.5%
COc1cc(N)c(Cc2nccc3cc(OC)c(OC)cc23)cc1OC,-13,1.6%
CC(=O)c1cccc(NC(=O)C(C)OC(=O)CNC(=O)c2ccc(C)s2)c1 (centres undefined),6,-2.0%
Cc1ccccc1Cn1ccc(NC(=O)c2nn(C)cc2[N+](=O)[O-])n1,16,-6.6%
COc1ccc(CN2C(=O)CCC2(C)C(=O)NCc2cccnc2)c(OC)c1 (centres undefined),/,1.0%
O=C(Nc1ccccc1)Nc1nc2ccccc2s1,0,0.5%
CC1(C)NC(=O)N(CC(O)COc2cccc(F)c2)C1=O (centres undefined),11,2.1%
Cc1nc(NCc2ccccn2)c2ccccc2n1,15,3.0%
Cn1cc(CN2CCN(Cc3ccccc3)C(CCO)C2)c(-c2ccccc2)n1 (centres undefined),-2,-4.8%
COc1cc(C(=O)NC(=S)Nc2nccs2)cc(OC)c1OC,5,-9.7%
CCOC(=O)c1sc(=S)n(-c2ccc(Cl)cc2)c1SC,56,3.8%
COc1ccc(N=C2SCCCN2C)cc1,/,-4.8%
Cc1ccc(-c2cc(C(=O)OCC(=O)N(C)C3CCS(=O)(=O)C3)c3ccccc3n2)c(C)c1 (centres undefined),6,-2.0%
COc1cc2c(cc1OC)C(c1ccccc1)N(C(=O)CCl)CC2 (centres undefined),13,3.0%
COc1ccccc1C(=O)N=C1NC(=O)CC2C(=O)NCCN12 (centres undefined),-10,0.6%
Cc1ccc(NC2=NCC(=O)N2C2CCCC2)c(C)c1,/,-0.8%
Oc1ccc(N=Nc2cccc(C(F)(F)F)c2)cc1C=Nc1ccc(N2CCOCC2)cc1,-11,0.1%

# Next section (2 carried over from the part before).
SMILES,Mtb RmlCD inh,GlmU inhibition
Cc1ccc(NC2=NCC(=O)N2C2CCCC2)c(C)c1,/,-0.8%
Oc1ccc(N=Nc2cccc(C(F)(F)F)c2)cc1C=Nc1ccc(N2CCOCC2)cc1,-11,0.1%
Cc1ccsc1/C=N/NC(=S)NCCc1ccccc1,-12,5.2%
O=C(Nc1nc2ccccc2s1)c1ccc2c(c1)OCO2,2,2.2%
CC1CCN(C(=O)CN(c2ccc3c(c2)OCO3)S(C)(=O)=O)CC1,/,1.8%
COc1ccc2c(c1)CCc1cnc(N)nc1-2,7,3.1%
CCOC(=O)N1CCN(C2=CC(=O)OC23CCCCC3)CC1,/,-1.3%
COc1cc(/C=C2\SC(=O)N(CCNC(=O)c3cnc(C)cn3)C2=O)cc(OC)c1OC,/,-0.8%
COc1ccc(C2NC(=O)NC3=C2CCc2ccccc23)cc1 (centres undefined),7,0.6%
O=C(Cc1noc2ccccc12)NNC(=S)Nc1ccccc1,4,1.0%
O=C(CCCC(=O)N1CCN(c2ccccc2F)CC1)N1CCN(c2ccccc2F)CC1,/,-0.1%
COc1cc(CCc2ccc3c(c2)OCO3)oc(=O)c1,/,-0.8%
CCOC(=O)c1nn(-c2ccccc2)c(-c2ccccc2)c1C(=O)c1ccccc1,16,-2.1%
Cc1c(Cl)cccc1NC(=S)N(CCN(C)C)C(C)c1ccccn1 (centres undefined),21,-2.8%
COCCCNC(=O)CS(=O)Cc1nc(-c2cccc(OC)c2)oc1C (centres undefined),-11,5.6%
CCc1c(C(=O)Nc2ccc(OC)c(Cl)c2)[nH]c(C)c1C(C)=O,-10,5.3%
COc1ccc(C(=O)n2cc(C(=O)c3cc(C)ccc3O)cn2)cc1OC,-8,-2.2%
COc1cc2c(cc1NC(=O)c1cccc(F)c1)CCCC2,8,-0.4%
NC(=O)COC(=O)CC(c1ccccc1)c1ccccc1,-10,-0.1%
CN(C)c1ccc(S(=O)(=O)NCC(=O)OCC(=O)Nc2cccc(Cl)c2)cc1[N+](=O)[O-],7,-7.8%
Cc1ccc(S(=O)(=O)/N=C2/NC(=O)/C(=C/c3ccccc3)S2)cc1,6,6.8%
N#Cc1ccc(CN2CCN(C(=O)c3ccccc3)CC2)c(Cl)c1,-2,-1.3%
CCOC(=O)C1C(c2ccc(Cl)cc2)NC(=S)NC1(O)C(F)(F)F (centres undefined),-8,3.0%
COC(=O)[C@@H]1[C@@H](C)N(Cc2ccccc2)C(=O)N[C@H]1c1cccc(C(F)(F)F)c1,/,-1.2%
CCCc1cc(N2CCC(C(N)=O)CC2)nc(-c2ccccc2)n1,7,-1.6%
Cc1ccc(NC(=S)N(CCN(C)C)Cc2cccs2)c(C)c1,2,3.0%
Cc1ccccc1NC(=O)c1cc(S(=O)(=O)c2ccccc2)ccc1Cl,/,-0.4%

# The list continues:
SMILES,Mtb RmlCD inh,GlmU inhibition
C/C(=C\c1ccccc1)C(=O)NCCCn1ccnc1,10,-3.0%
O=C(CSCc1ccco1)NC1CCCC1,40,6.5%
COc1cc(NC(=O)C2CCCO2)c(OC)cc1Cl (centres undefined),8,-1.9%
N/C(=N\OC(=O)COc1ccc(Cl)cc1)c1cccnc1,7,-2.6%
CCNC(=S)NNC(=O)c1ccc(OC(F)F)cc1,-7,3.5%
CNNC(=O)C(=O)NNS(=O)(=O)c1ccccc1,-4,1.7%
COc1ccc(/C=N/NC(=O)C(C)n2nnc3ccccc32)cc1OC (centres undefined),-1,-1.2%
CCc1cc(=O)[nH]c(SCCCF)n1,/,-5.7%
C=CCOC(=O)c1sc(NC(=O)c2ccc(OC)cc2)nc1C,-7,3.8%
CC(C)(C)n1nc(-c2ccc(Cl)cc2)c2c(N)ncnc21,41,2.6%
CC(C)c1ccc(/C=C(\c2nc3ccccc3[nH]2)S(=O)(=O)c2ccccc2)cc1,/,1.8%
CN(C)CC1CSCCC1(O)c1ccccc1 (centres undefined),/,-2.5%
CCCCCOC(=O)Cn1c(N2CCCCCC2)nc2c1c(=O)[nH]c(=O)n2C,7,-0.8%
Cc1cccc(Nc2ncccc2C(=O)NCc2cccs2)c1C,104,-0.9%
CCSc1nnc(COc2ccccc2)n1CC,/,3.9%
COc1cc(C2C3C(C)N(C)C(=O)N(C)C3N(C)C(=O)N2C)ccc1O (centres undefined),-7,-3.0%
OCCn1c(CSc2nc3ccccc3n2CCO)nc2ccccc21,/,0.2%
O=C(N1CCOCC1)N1CCCC(c2nc(-c3cccs3)no2)C1 (centres undefined),-4,-0.8%
CC(C)C[C@H](NC(=O)c1nc[nH]c1C(=O)NC(c1ccccc1)c1ccccc1)C(=O)OCc1ccccc1,/,-1.1%
O=C(CCC1COc2ccccc2O1)Nc1ccccn1 (centres undefined),/,1.6%
COc1cc(Cl)c(C)cc1NC(=O)CSc1nnc(-c2cccnc2)n1Cc1ccco1,/,-1.4%
COc1ccc(CCN2C(=O)c3cccnc3C2=O)cc1OC,-11,1.8%
Cn1c(=O)c2c(ncn2CCCC(=N)N2CCOCC2)n(C)c1=O,-8,1.1%
O=C(CSc1ccccn1)Nc1ccc2c(c1)oc1ccccc12,-6,2.5%
O=C(c1ccc(Cl)c(Cl)c1)c1cnc(Nc2ccccc2)s1,-7,4.6%

# Other records follow:
SMILES,Mtb RmlCD inh,GlmU inhibition
C/C(=N\N1C(=O)c2ccccc2C1=O)c1cccc([N+](=O)[O-])c1,/,-2.9%
CCN(CC)Cc1nc2c(c(=O)[nH]1)C1(CCCCC1)Cc1ccccc1-2,/,-1.2%
Cc1ccc(CN2CCN(CC(C)C)C(CCO)C2)s1 (centres undefined),5,7.2%
Cn1c2c(c(=O)n(C)c1=O)CN(CCc1ccccc1)CN2,-7,9.1%
O=C(NNc1ccc(F)cc1F)C1CCC1,-8,1.4%
COc1ccc2nc3ccccc3nc2c1,-8,7.1%&-6.6%
O=C(Nc1ccccc1)Nc1cccn(Cc2c(F)cccc2Cl)c1=O,5,2.5%
Cc1cc(C)c(NC(=O)OCCN2CCOCC2)c(C)c1,-5,-2.7%
CCCCCCCC[n+]1c(C)n(-c2ccccc2)c2ccc(NC(C)=O)cc21,-10,-4.7%
COCCOC(=O)c1c(NC(=O)CN(C)c2ccccc2)sc(C(N)=O)c1C,2,1.7%
COc1ccc(NC(=O)c2cc(OC)c(OC)c(OC)c2)cc1S(=O)(=O)N1CCCCC1,-4,2.2%
O=C(CC1C(=O)N(c2ccc(Cl)cc2)C(=S)N1CCc1ccncc1)Nc1ccc(F)cc1 (centres undefined),/,-7.5%
CCn1ccnc1CN(C)C(=O)c1cc(COc2c(F)cccc2F)on1,-11,2.3%
Cc1ccc(C(=O)CSc2nnc(COc3ccc(C#N)cc3)n2-c2ccccc2)cc1,/,0.6%
Cc1cc(NS(=O)(=O)Cc2ccccc2)cc(C)c1OCC(=O)N1CCOCC1,/,-0.8%
CCc1nc(SCC(=O)Nc2ccccc2C(=O)OC)n[nH]1,/,-2.2%
Cc1cc(C(=O)N/N=C2\CCCC(C)C2)n[nH]1 (centres undefined),/,2.2%
COc1cc(OC)cc(C(=O)NC2CCN(Cc3nnnn3Cc3cccs3)CC2)c1,5,-3.2%
Cc1ccc(-n2nc(C)c3c2OC(N)=C(C#N)C3c2ccc(C)o2)cc1 (centres undefined),/,-4.3%

# A draw from above in order of heavy-atom count, largest number first:
SMILES,Mtb RmlCD inh,GlmU inhibition
O=C(CC1C(=O)N(c2ccc(Cl)cc2)C(=S)N1CCc1ccncc1)Nc1ccc(F)cc1 (centres undefined),/,-7.5%
Cc1ccc(C(=O)CSc2nnc(COc3ccc(C#N)cc3)n2-c2ccccc2)cc1,/,0.6%
COc1cc(OC)cc(C(=O)NC2CCN(Cc3nnnn3Cc3cccs3)CC2)c1,5,-3.2%
Cc1cc(NS(=O)(=O)Cc2ccccc2)cc(C)c1OCC(=O)N1CCOCC1,/,-0.8%
COCCOC(=O)c1c(NC(=O)CN(C)c2ccccc2)sc(C(N)=O)c1C,2,1.7%
CCn1ccnc1CN(C)C(=O)c1cc(COc2c(F)cccc2F)on1,-11,2.3%
CCN(CC)Cc1nc2c(c(=O)[nH]1)C1(CCCCC1)Cc1ccccc1-2,/,-1.2%
C/C(=N\N1C(=O)c2ccccc2C1=O)c1cccc([N+](=O)[O-])c1,/,-2.9%
CCc1nc(SCC(=O)Nc2ccccc2C(=O)OC)n[nH]1,/,-2.2%
Cc1cc(C)c(NC(=O)OCCN2CCOCC2)c(C)c1,-5,-2.7%
Cc1ccc(CN2CCN(CC(C)C)C(CCO)C2)s1 (centres undefined),5,7.2%
Cc1cc(C(=O)N/N=C2\CCCC(C)C2)n[nH]1 (centres undefined),/,2.2%
COc1ccc2nc3ccccc3nc2c1,-8,7.1%&-6.6%
